From PubChem BioAssay
MT1-MMP act inh: blocks activation of human MT1-MMP. P50281. HT1080 RFP-PRO-GFP cells, GFP/RFP ratio fluorescence, overnight; percent of plate control window, DMSO zero. 0.061% of 360,000 active. GFP/RFP ratio change, % at 20 µM;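 active = GFP/RFP ratio change of at least 30% with cell ATP level not reduced by more than half and red fluorescence within 50% of control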; also: strong numbers were not always called active
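Assay system – RFP-PRO-GFP reporter HT1080 cells · Compound dosing – single dose of 20 µM compound, 1% DMSO final · Incubation – overnight compound exposure at 37 °C · Measure – GFP/RFP fluorescence ratio · Benchmarks – DMSO wells and RFP-L50D-GFP cells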
Rin1-Abl PPI inh: blocks binding of human Rin1 to Abl. 0.4% of 360,000 active. inhibition, % at 7.35 µM. TR-FRET Rin1/Abl binding, biochemical. P00519+Q13671. AID 588664; in the data active = inhibition above about 5%, passing the limit was not always enough
bovine MsrA act: activates bovine MsrA enzyme. activation, % at 10.6 µM. purified bovine MsrA, absorbance read-out. AID 602163. 0.3% of 360,000 active; in the data active = activation above about 7.5%;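 also: 0% = vehicle and 100% = reference activator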
CSN inh: inhibitors of human CSN-mediated cullin deneddylation; Q92905; Purified CSN, SCF-Nedd8-OG deneddylation, fluorescence polarization; inhibition, % at 12.5 µM; 0.38% of 360,000 active;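 active = pattern-corrected inhibition above about 35%, with an unprinted fluorescence ratio check between 0.5 and 1.5, limit read from the data, passing the limit was not always enough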;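 also: 0% = enzyme with substrate and 100% = substrate without enzyme; some results filed as inactive read as strong as hits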
Target sequence (Q92905 whole entry, looked up, one chain of several): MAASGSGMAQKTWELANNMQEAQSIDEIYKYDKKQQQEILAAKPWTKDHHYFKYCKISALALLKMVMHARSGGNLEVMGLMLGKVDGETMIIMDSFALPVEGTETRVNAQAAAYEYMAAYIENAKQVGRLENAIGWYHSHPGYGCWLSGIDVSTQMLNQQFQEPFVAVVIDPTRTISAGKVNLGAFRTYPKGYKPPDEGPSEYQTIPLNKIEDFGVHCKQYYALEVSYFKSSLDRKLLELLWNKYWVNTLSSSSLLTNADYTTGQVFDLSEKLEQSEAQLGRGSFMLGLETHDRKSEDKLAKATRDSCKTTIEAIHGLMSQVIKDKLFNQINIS
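Assay system: Purified human Csn5 enzyme expressed in HEK293T cells | Amount: Enzyme 0.24 nM | Measured by: Fluorescence polarization readout | Medium: Tris/NaCl/DTT buffer, pH 7.5 | Compound dosing: One concentration, 12.5 µM, 0.25% DMSO | Times: 90 min incubation of compound, enzyme and substrate at room temperature | Control set: no-enzyme wells high, enzyme-with-substrate wells low | Read-out: % inhibition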
eLon inh: inhibits E. coli Lon protease; P0A9M0; 0.42% of 360,000 active; AID 602123; inhibition, % at 7.94 µM; purified E. coli Lon protease, fluorescence polarization; in the data active = inhibition above about 13%, passing the limit was not always enough;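 also: 0% = enzyme with probe and DMSO and 100% = no enzyme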
MsrA inhibitor: inhibits bovine methionine sulfoxide reductase A; 0.75% of 360,000 active; AID 651718; purified bovine MsrA, absorbance read-out; inhibition, % at 15.5 µM; in the data active = inhibition above about 4.5%;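 also: 0% = vehicle wells with enzyme and 100% = reference inhibitor wells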
Rpn11 block: Rpn11 (human) deubiquitinase inhibition. O00487. human 26S proteasome, Ub4-pepOG fluorescence polarization; 20S core pre-blocked with epoxomicin. calls only at 20 µM. 0.59% of 360,000 active. AID 588493;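 active = inhibition at 20 µM, scaled to each plate's controls, above about 33%, limit read from the data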
Target sequence (O00487 whole entry, looked up): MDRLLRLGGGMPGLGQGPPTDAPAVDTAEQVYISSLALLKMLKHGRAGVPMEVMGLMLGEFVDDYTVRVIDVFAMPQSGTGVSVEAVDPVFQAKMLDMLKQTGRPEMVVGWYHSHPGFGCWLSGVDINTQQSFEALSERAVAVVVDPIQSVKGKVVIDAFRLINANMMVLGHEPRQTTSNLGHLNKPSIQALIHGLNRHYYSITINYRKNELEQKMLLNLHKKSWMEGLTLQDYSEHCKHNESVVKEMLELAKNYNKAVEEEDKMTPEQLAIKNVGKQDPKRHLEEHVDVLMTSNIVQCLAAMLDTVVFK
FAS TE block: blocks the thioesterase domain of human fatty acid synthase; P49327; inhibition, % at 15 µM; 0.67% of 360,000 active; recombinant FAS-TE, OMFH fluorogenic substrate, fluorescence endpoint; AID 602261;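 active = compounds whose normalised, plate-corrected inhibition of enzyme fluorescence in the single-dose primary screen is 50% or more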;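 also: 0% = DMSO with enzyme and 100% = substrate without enzyme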
PABP1 MLLE inh: inhibitors of microRNA-mediated deadenylation, human PABP1 MLLE binding | P11940 | GST-MLLE / FITC-PAM2 fluorescence polarization | inhibition, % at 20 µM | 0.36% of 360,000 active | AID 588489; in the data active = inhibition above about 35%, passing the limit was not always enough;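 also: plate controls were DMSO wells with GST-MLLE for no effect and wells lacking GST-MLLE protein for full effect; some results filed as inactive read as strong as hits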
* hit, by the source's call; i = inactive; nt = not tested or not shown; + = active, no number.

SMILES	MT1-MMP act inh	Rin1-Abl PPI inh	bovine MsrA act	CSN inh	eLon inh	MsrA inhibitor	Rpn11 block	FAS TE block	PABP1 MLLE inh
CCOc1ccc(CN2CCNC(=O)C2CC(=O)NCCC2=CCCCC2)cc1 (stereo not given)	-4	5	-5	-1	-1	0.8	i	0	13
O=C(Cc1ccccc1)c1nnc(-c2ccccc2)o1	-2	2	-9	-4	-6	0.3	i	-4	-2
CCN(Cc1cc(=O)n2ccsc2n1)c1cccc2ccccc12	-3	-4	-4	5	3	0.4	i	28	4
O=S(=O)(c1ccc(F)cc1)N1CCCN(Cc2c(F)cccc2F)CC1	1	2	-4	-4	2	0.4	i	7	0
O=C(CNC(=O)c1ccccc1)OCCOc1cccc(Cl)c1	-1	-1	0	2	-6	-2.0	i	-2	0
CCOC(=O)C1CCCN(C(=O)c2ccc(Cn3c(=S)[nH]c4cc(C(=O)OC)ccc4c3=O)cc2)C1 (stereo not given)	-2	2	-3	21	0	1.2	i	5	-86
CCOC(=O)c1ccc(-c2c(-c3ccccc3OC)oc3ccccc23)cc1F	-1	2	-2	0	-2	1.1	i	25	7
NS(=O)(=O)c1ccc(NC2=CC(c3ccc(F)cc3)N(c3ccc(S(N)(=O)=O)cc3)C2=O)cc1 (stereo not given)	-3	-2	-1	-1	3	-0.8	i	3	9
C[C@H](CO)N1C[C@H](C)[C@@H](CN(C)Cc2cccnc2)Oc2ncc(-c3cccc(C#N)c3)cc2C1=O	-3	1	1	-2	-8	-1.1	i	-3	-33
CN(CC(=O)N1CCN(c2ccc(F)cc2)CC1)S(=O)(=O)c1ccc2c(c1)c(=O)n(C)c(=O)n2C	0	-1	8	5	-12	0.5	i	2	3
CN1c2ccsc2/C(=N/Nc2ccc(F)cc2)CS1(=O)=O	5	-2	-3	-1	-7	1.7	i	22	18
Cc1ccc(OC(=S)Nc2ccccc2)c(C)c1	2	1	-9	-5	-1	-0.7	i	6	-54
COC(=O)Cc1[nH]nc2c1C(c1c[nH]c3ccccc13)C(C#N)=C(N)O2 (stereo not given)	2	2	12*	-8	0	-0.7	i	-5	-1
CC(C)CC(COCc1ccc(Cl)cc1)N1CCN(C(=O)c2ccc(Cl)cc2Cl)CCC1=O (stereo not given)	-4	-1	-7	-6	1	-0.4	i	14	4
Cc1ccc(S(=O)(=O)N2CCC(C(=O)Nc3nnc(C4CCCC4)s3)CC2)cc1	0	0	-8	3	-3	1.4	i	-11	1
CC1Cc2ccccc2N1S(=O)(=O)c1ccc(Cl)nc1 (stereo not given)	-1	1	-8	-1	-11	-0.4	i	2	-2
Cc1cc(N2C(=O)C(O)=C(C(=O)c3ccc(C)o3)C2c2cccs2)no1 (stereo not given)	-1	0	-7	2	4	1.2	i	-7	4
CCOc1ccc(C(=O)Nc2cc(C)on2)cc1	5	0	-4	1	-8	-0.8	i	-4	-4
CC(=O)N1c2ccc(C)cc2C(c2ccccc2)CC1C (stereo not given)	7	-3	-1	-1	4	1.2	i	9	3
O=C(NCCOc1cccnc1)c1ccc(OC2CCN(Cc3ccccn3)CC2)cc1	-4	-2	-2	0	7	0.1	i	-5	-1
O=C(/C=C/c1cc(Br)ccc1F)OCC(=O)N1CCOCC1	0	-1	-1	-3	2	-0.9	i	1	-2
O=C(NCc1cccnc1)c1ccc2c(c1)C(=O)N(Cc1ccccc1)C2=O	2	0	-8	3	-21	1.0	i	-92	-3
CC(=O)Nc1nc(C)nc(C)c1C(C)=O	-1	3	7	1	1	-0.5	i	-4	10
CC1(C)CC(NC(=S)Nc2ccc([N+](=O)[O-])cc2)CC(C)(C)N1	2	0	0	4	9	2.0	i	1	15
O=C(c1cc2nc(-c3ccccc3)cc(C(F)(F)F)n2n1)N1CCOCC1	7	-2	1	-3	5	nt	i	-1	-3

Fetched one by one from the entries so far, 2 records:
SMILES	MT1-MMP act inh	Rin1-Abl PPI inh	bovine MsrA act	CSN inh	eLon inh	MsrA inhibitor	Rpn11 block	FAS TE block	PABP1 MLLE inh
CCOc1ccc(CN2CCNC(=O)C2CC(=O)NCCC2=CCCCC2)cc1 (stereo not given)	-4	5	-5	-1	-1	0.8	i	0	13
CN(CC(=O)N1CCN(c2ccc(F)cc2)CC1)S(=O)(=O)c1ccc2c(c1)c(=O)n(C)c(=O)n2C	0	-1	8	5	-12	0.5	i	2	3

Remaining list, next part.
SMILES	MT1-MMP act inh	Rin1-Abl PPI inh	bovine MsrA act	CSN inh	eLon inh	MsrA inhibitor	Rpn11 block	FAS TE block	PABP1 MLLE inh
CCc1ccc(/C=N/NC(=O)c2ccc(OC3CCCC3)cc2)s1	-1	-1	-4	-4	9	0.6	i	6	-23
CC(C)C1CC(O)(C2(O)CCCCC2)ON1 (stereo not given)	-2	0	2	-2	3	2.5	i	-7	-2
CN(C)S(=O)(=O)c1ccc(NC(=O)c2c(F)cccc2Cl)cc1	4	0	-4	2	-14	-1.1	i	0	-17
Cc1cccc(C(=O)NCC(=O)OCC(=O)N2CCCCC2)c1	-8	4	-6	-9	-3	0.7	i	-9	2
COc1ccc(-n2ccc(=O)c(C(=O)Nc3ccc(S(=O)(=O)Nc4nccs4)cc3)n2)cc1	-5	0	0	-1	2	2.1	+	-9	14
CCSc1nc2c(cnn2-c2ccccc2)c(=O)n1N	2	-1	0	0	-7	-0.9	i	-1	-123
CC(OC(=O)CCCSc1nc2ccccc2s1)C(=O)NC(N)=O (stereo not given)	0	0	-2	-5	8	-1.5	i	-6	-18
CS(=O)(=O)Nc1ccc(C(=O)Nc2ccc(S(=O)(=O)Nc3nccs3)cc2)cc1	3	0	-5	0	-3	3.2	i	-6	6
CC(C)(C)NC(=O)c1cc([N+](=O)[O-])ccc1N1CCCCC1	3	-3	-3	-8	7	1.6	i	7	15
COc1ccc(CNC(=O)/C=C/c2cc([N+](=O)[O-])ccc2OC(F)F)cc1OC	1	-3	-1	4	-16	-0.1	i	75*	-1
O=C(NCC(=O)N1CCN(Cc2c(F)cccc2Cl)CC1)c1cccc(Cl)c1	4	-2	-6	10	6	1.4	i	2	12
COc1ccc2[nH]c(C)c(C(=O)CN(C)C)c2c1	-2	4	0	-1	-6	0.8	i	-5	-35
Cc1cccc(CCNC(=O)C2CCC(CNc3c(N4CCCC4)c(=O)c3=O)CC2)c1 (stereo not given)	-4	2	-2	4	1	0.8	i	-1	0
Cc1ccc(-n2c(COc3ccccc3)nnc2SCC(=O)O)cc1	-2	0	-1	1	-9	-0.4	i	-6	-14
COc1ccccc1C(c1nnnn1C(C)(C)C)N1CCN(Cc2ccccc2)CC1 (stereo not given)	-5	-2	-3	-1	3	0.5	i	-7	-4
COc1ccc(CNC(=O)CNS(=O)(=O)c2cccs2)cc1	2	1	-1	-1	1	0.7	i	-6	1
O=C(NNS(=O)(=O)c1ccc(F)cc1)C1CCN(Cc2cccc(F)c2)CC1	-1	4	-9	2	-8	1.4	i	-11	-12
COc1cc2c(cc1OC)C(C1C(=O)CC(C)CC1=O)N(C(=O)CCl)CC2 (stereo not given)	2	1	-5	-2	-4	-0.6	i	-12	23
Cc1ccc(S(=O)(=O)Cc2ccc(C(=O)NCCCN3CCCC3=O)o2)cc1	1	-1	1	1	10	0.9	i	-3	9
O=C(CSc1n[nH]c(-c2ccccc2Br)n1)NC(=O)NCc1ccco1	0	2	-7	0	-9	-0.1	i	-15	-7
CCOC1=C2[C@@H](CN(S(=O)(=O)c3ccc(C)cc3)[C@H]2c2ccc(CC)cc2)[C@H]2C(=O)N(c3ccccc3)C(=O)[C@H]2C1	-5	-2	-2	-4	-4	2.1	i	50*	18

Molecules shown so far that contain an aryl methoxy group:
SMILES	MT1-MMP act inh	Rin1-Abl PPI inh	bovine MsrA act	CSN inh	eLon inh	MsrA inhibitor	Rpn11 block	FAS TE block	PABP1 MLLE inh
CCOC(=O)c1ccc(-c2c(-c3ccccc3OC)oc3ccccc23)cc1F	-1	2	-2	0	-2	1.1	i	25	7
COc1ccc(-n2ccc(=O)c(C(=O)Nc3ccc(S(=O)(=O)Nc4nccs4)cc3)n2)cc1	-5	0	0	-1	2	2.1	+	-9	14
COc1ccc(CNC(=O)/C=C/c2cc([N+](=O)[O-])ccc2OC(F)F)cc1OC	1	-3	-1	4	-16	-0.1	i	75*	-1
COc1ccc2[nH]c(C)c(C(=O)CN(C)C)c2c1	-2	4	0	-1	-6	0.8	i	-5	-35
COc1ccccc1C(c1nnnn1C(C)(C)C)N1CCN(Cc2ccccc2)CC1 (stereo not given)	-5	-2	-3	-1	3	0.5	i	-7	-4
COc1ccc(CNC(=O)CNS(=O)(=O)c2cccs2)cc1	2	1	-1	-1	1	0.7	i	-6	1
COc1cc2c(cc1OC)C(C1C(=O)CC(C)CC1=O)N(C(=O)CCl)CC2 (stereo not given)	2	1	-5	-2	-4	-0.6	i	-12	23
